Screening results from PubChem BioAssay.
XIAP antagonists: XIAP antagonists, biochemical, IAP family, fluorescence polarization (AID 1018); displacement, % at 20 µM, or IC50 in µM where a hit was titrated; XIAP BIR domain, fluorescence polarization peptide displacement; higher % means a stronger effect; 200,000 tested, 0.007% active; in the data active = displacement above about 50%; also: a part of the inactive calls stands beside numbers as strong as those of hits
P. falciparum M1AAP: P. falciparum M1AAP inhibitors, biochemical, fluorogenic H-Leu-NHMec substrate, 1536-well (AID 1445). recombinant M1AAP, H-Leu-NHMec fluorogenic kinetic assay; higher % means a stronger effect. inhibition, % at 30 µM; hits with a dose series show IC50 in µM. 220,000 tested, 0.42% active;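 active = primary inhibition above the hit cutoff, then over 50% inhibition at one or more dose response concentrations, cut at about 23% in these data, passing the limit was not always enough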;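 also: plate controls were DMSO full reaction for no effect and no enzyme background for full effect; strong numbers were not always called active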
M17LAP inhibition: P. falciparum M17LAP inhibitors, primary screen, biochemical, fluorogenic H-Leu-NHMec substrate, 1536-well (AID 1619); recombinant M17LAP, H-Leu-NHMec fluorogenic kinetic assay; higher % means a stronger effect; inhibition, % at 30 µM, or IC50 in µM where a hit was titrated; 220,000 tested, 0.38% active;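 active = compound inhibiting the enzyme by more than half at any dose during confirmatory dose-response retesting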;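 also: plate controls were full reaction with DMSO carrier for no effect and no enzyme background for full effect; strong numbers were not always called active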
PMI inhibition: MPI inhibition at elevated mannose 6-phosphate – biochemical, fluorescence intensity, high mannose 6-phosphate, primary screen (AID 1220); recombinant PMI enzyme, coupled fluorescence intensity; higher % means a stronger effect; inhibition, % at 20 µM; hits with a dose series show IC50 in µM; 190,000 tested, 0.66% active
AID2073: disruptors of CaV2.2 binding to Mint1 – biochemical, HTRF (AID 2073). HTRF protein-protein interaction, Mint1-CaV2.2; higher % means a stronger effect. one-dose inhibition, % at 20 µM; IC50 in µM for titrated hits. 290,000 tested, 0.19% active; in the data active = inhibition mostly above about 51%, no sharp cut-off; also: some results filed as inactive read as strong as hits
LYP phosphatase: inhibitors of LYP phosphatase, biochemical, fluorescence intensity, uHTS (AID 1779) | recombinant LYP phosphatase, fluorescence intensity; higher % means a stronger effect | 290,000 tested, 0.054% active | inhibition, % at 11.5 µM, or IC50 in µM where a hit was titrated;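 also: plate controls were vehicle with enzyme for no effect and no enzyme for full effect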
Siah-1 displacement: Siah-1 peptide-binding antagonists, primary screen, biochemical, fluorescence polarization, rhodamine-plectin, uHTS (AID 1817); Siah-1 / rhodamine-plectin peptide fluorescence polarization; higher % means a stronger effect; 290,000 tested, 0.02% active; displacement, % at 20 µM; hits with a dose series show IC50 in µM;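 active = displacement of at least 50% at 20 µM, with a fluorescence ratio check between 0.3 and a set limit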;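 also: plate controls were Siah plus tracer with DMSO for no effect and tracer alone without Siah for full effect; strong numbers were not always called active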
PMI inhibitors: MPI enzyme activity inhibition – biochemical, fluorescence intensity, coupled assay, primary screen (AID 1209); 190,000 tested, 0.42% active; inhibition, % at 20 µM; hits with a dose series show IC50 in µM; purified PMI enzyme, coupled fluorescence intensity; higher % means a stronger effect;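 also: plate controls were DMSO vehicle for no effect and wells lacking substrate for full effect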
Dynein transport: dynein cargo transport inhibition; 3617.4 mouse cells, GR-EGFP nuclear translocation imaging; test concentration mostly 20 µM; stimulated with dexamethasone, 1 µM; hits give low values; z-score, hits read low; 220,000 tested, 0.47% active; AID 1381;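 active = plate z-score of nuclear minus cytoplasmic receptor signal below a set negative limit, without overly bright fluorescence or cell loss, cut at about -3.5 in these data, passing the limit was not always enough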;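 also: z-score of nuclear minus cytoplasmic ring GR-EGFP intensity difference per well; some compounds called inactive have numbers as strong as hits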
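Schedule: 48 h induction, then 1 h compound, then 30 min agonist, 37 °C. Buffer or medium: tetracycline-free induction medium containing charcoal-stripped FBS. Reagent: 1.0 µM final dexamethasone stimulus. Evaluation: nuclear versus cytoplasmic GR-EGFP signal, averaged per well. Signal: high-content fluorescence imaging after fixation.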
Dynein transport cytoplasmic EGFP: also measured in Dynein transport; calls as there; z-score; measured here: cytoplasmic GR-EGFP intensity; hits give high values
Dynein transport nuclear GR-EGFP: further read-out of Dynein transport, marked with its call; z-score; measured here: nuclear GR-EGFP intensity;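 lower value marks the stronger effect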
Dynein transport cell count: also measured in Dynein transport; calls as there; z-score; measured here: cell count per field
Numbers without * were called inactive. Rule as the data show it, unless noted: active = inhibition above about 50%; inactive = the rest. Not a hit list; any-hit rate near 2.1%.

How did Cc1ccc(N2C(=O)CC(Sc3nc4ccccc4o3)C2=O)cc1Cl (stereo unspecified) do in these assays?
XIAP antagonists: -6.3%; P. falciparum M1AAP: 1.1%; M17LAP inhibition: 8.5%; PMI inhibition: 18.6%; AID2073: -23.6%; LYP phosphatase: 2.2%; Siah-1 displacement: 0.5%; PMI inhibitors: 18.9%; Dynein transport: -0.00245; Dynein transport cytoplasmic EGFP: -0.232; Dynein transport nuclear GR-EGFP: -0.633; Dynein transport cell count: -0.299

What do the screens show for `CCC1CCCCN1CCCn1c(=S)[nH]c2ccccc2c1=O` (stereo unspecified)?
XIAP antagonists: -11.5%; P. falciparum M1AAP: 8.5%; M17LAP inhibition: 9.2%; PMI inhibition: 17.0%; AID2073: -24.8%; LYP phosphatase: -6.4%; Siah-1 displacement: 2.8%; PMI inhibitors: 16.8%; Dynein transport: 2.34; Dynein transport cytoplasmic EGFP: -0.13; Dynein transport nuclear GR-EGFP: 1.52; Dynein transport cell count: -1.66

Results for O=c1[nH]c(C2CCCCC2)nc2ccccc12 ?
XIAP antagonists: -8.7%; P. falciparum M1AAP: 3.2%; M17LAP inhibition: 16.0%; PMI inhibition: -16.1%; AID2073: -1.1%; LYP phosphatase: -2.7%; Siah-1 displacement: 6.0%; PMI inhibitors: -5.3%; Dynein transport: -0.556; Dynein transport cytoplasmic EGFP: -0.271; Dynein transport nuclear GR-EGFP: -0.554; Dynein transport cell count: 1.11

How did CN(C)c1ccc(N=Cc2ccco2)cc1 do in these assays?
XIAP antagonists: 0.1%; P. falciparum M1AAP: 11.3%; M17LAP inhibition: -6.6%; PMI inhibition: 63.2%*; AID2073: 15.6%; LYP phosphatase: -10.2%; Siah-1 displacement: -4.1%; PMI inhibitors: 44.6%; Dynein transport: -0.581; Dynein transport cytoplasmic EGFP: -0.282; Dynein transport nuclear GR-EGFP: -0.541; Dynein transport cell count: 0.564

Results for CC(=O)c1cc(-c2ccc(F)cc2)n(CCC(=O)NC(C)(C)C)c1C ?
XIAP antagonists: -3.6%; P. falciparum M1AAP: 2.6%; M17LAP inhibition: 8.2%; PMI inhibition: -2.6%; AID2073: -5.8%; LYP phosphatase: 0.0%; Siah-1 displacement: 1.3%; PMI inhibitors: -3.5%; Dynein transport: -0.325; Dynein transport cytoplasmic EGFP: -0.211; Dynein transport nuclear GR-EGFP: -0.476; Dynein transport cell count: 0.185

How did CCc1nc2c(nnn2Cc2ccc(F)cc2)c(=O)[nH]1 do in these assays?
XIAP antagonists: -10.9%; P. falciparum M1AAP: 3.5%; M17LAP inhibition: 12.6%; PMI inhibition: -0.7%; AID2073: -2.3%; LYP phosphatase: -4.3%; Siah-1 displacement: -4.2%; PMI inhibitors: 5.1%; Dynein transport: -0.901; Dynein transport cytoplasmic EGFP: 0.0501; Dynein transport nuclear GR-EGFP: -0.251; Dynein transport cell count: 0.00898

How did CCCCCC(=O)Nc1cccc(C2=NOC3(C2)C[C@H](C(N)=O)N(C(=O)[C@H]2CCC(=O)N2)C3)c1 (stereo partly specified) do in these assays?
P. falciparum M1AAP: 4.7%; M17LAP inhibition: 0.2%; AID2073: 16.9%; LYP phosphatase: 0.5%; Siah-1 displacement: 3.2%; Dynein transport: 1.66; Dynein transport cytoplasmic EGFP: -0.738; Dynein transport nuclear GR-EGFP: 0.932; Dynein transport cell count: -0.988

Results for CC(C)(O)C#Cc1ccc([C@@H]2C[C@H]3CN(c4ccccc4)C(=O)[C@]34CCCN24)s1 ?
XIAP antagonists: -1.9%; P. falciparum M1AAP: 10.3%; M17LAP inhibition: 18.2%; AID2073: 6.9%; LYP phosphatase: -12.1%; Siah-1 displacement: 0.0%; Dynein transport: 1.22; Dynein transport cytoplasmic EGFP: 0.0548; Dynein transport nuclear GR-EGFP: 1.05; Dynein transport cell count: -0.868

What do the screens show for `O=S1(=O)[C@H]2C[C@@H]3CC[C@]2(CN1Cc1cccc(F)c1)O3`?
P. falciparum M1AAP: 4.7%; M17LAP inhibition: -14.1%; AID2073: -8.8%; LYP phosphatase: -8.9%; Siah-1 displacement: 9.2%; Dynein transport: 0.629; Dynein transport cytoplasmic EGFP: -0.794; Dynein transport nuclear GR-EGFP: 0.44; Dynein transport cell count: 0.0422

Results for NNc1nc2c(F)cc(F)cc2s1 ?
XIAP antagonists: -5.3%; P. falciparum M1AAP: 0.0%; M17LAP inhibition: 6.7%; PMI inhibition: 8.2%; AID2073: -12.0%; LYP phosphatase: -3.5%; Siah-1 displacement: 1.3%; PMI inhibitors: -3.7%; Dynein transport: 0.357; Dynein transport cytoplasmic EGFP: -0.228; Dynein transport nuclear GR-EGFP: 0.708; Dynein transport cell count: -0.109

What do the screens show for `Cn1c(=O)c2c(nc(NC(Cc3ccccc3)C(=O)O)n2Cc2ccccc2)n(C)c1=O` (stereo unspecified)?
XIAP antagonists: -9.4%; P. falciparum M1AAP: 6.6%; M17LAP inhibition: 0.1%; PMI inhibition: 7.5%; AID2073: 3.6%; LYP phosphatase: -2.6%; Siah-1 displacement: -1.1%; PMI inhibitors: 2.8%; Dynein transport: -1.17; Dynein transport cytoplasmic EGFP: 0.0651; Dynein transport nuclear GR-EGFP: -0.423; Dynein transport cell count: 0.533

What do the screens show for `Cc1ccc(NC(=O)c2ccc3c(c2)OCCO3)cc1S(=O)(=O)Nc1cccc(Cl)c1`?
XIAP antagonists: -16.2%; P. falciparum M1AAP: 2.1%; M17LAP inhibition: 11.3%; PMI inhibition: 18.0%; AID2073: 12.1%; LYP phosphatase: 2.4%; Siah-1 displacement: 6.3%; PMI inhibitors: 27.4%; Dynein transport: -0.0332; Dynein transport cytoplasmic EGFP: -0.253; Dynein transport nuclear GR-EGFP: -0.139; Dynein transport cell count: 0.0174

How did Cc1cccc2nc(-c3ccccc3)nc(N[C@@H](CO)c3ccccc3)c12 do in these assays?
XIAP antagonists: 0.1%; P. falciparum M1AAP: 8.6%; M17LAP inhibition: -1.4%; PMI inhibition: 16.2%; AID2073: 8.5%; LYP phosphatase: -4.8%; Siah-1 displacement: -4.5%; PMI inhibitors: 30.0%; Dynein transport: -0.586; Dynein transport cytoplasmic EGFP: -0.287; Dynein transport nuclear GR-EGFP: -0.626; Dynein transport cell count: 0.354

Results for COc1ccc2[nH]c3c(=O)n(N)c(C)nc3c2c1 ?
XIAP antagonists: -2.3%; P. falciparum M1AAP: 3.2%; M17LAP inhibition: 6.4%; PMI inhibition: 9.6%; AID2073: 18.0%; LYP phosphatase: -1.5%; Siah-1 displacement: -1.9%; PMI inhibitors: 10.2%; Dynein transport: -0.335; Dynein transport cytoplasmic EGFP: -0.277; Dynein transport nuclear GR-EGFP: 0.166; Dynein transport cell count: 0.53

What do the screens show for `CC(C)(C)C(=O)NCCCc1ccccc1`?
XIAP antagonists: -1.9%; P. falciparum M1AAP: -2.0%; M17LAP inhibition: 0.1%; PMI inhibition: 1.8%; AID2073: -0.5%; LYP phosphatase: -8.0%; Siah-1 displacement: 0.4%; PMI inhibitors: 6.4%; Dynein transport: -0.0461; Dynein transport cytoplasmic EGFP: -0.236; Dynein transport nuclear GR-EGFP: -0.885; Dynein transport cell count: 0.367

How did COc1cc(-c2nnc(SCC(=O)N3CCCC3)o2)cc(OC)c1OC do in these assays?
XIAP antagonists: -2.9%; P. falciparum M1AAP: -2.5%; M17LAP inhibition: 8.3%; PMI inhibition: -11.3%; AID2073: -4.8%; LYP phosphatase: -5.8%; Siah-1 displacement: -7.1%; PMI inhibitors: -13.5%; Dynein transport: 0.0788; Dynein transport cytoplasmic EGFP: 1.05; Dynein transport nuclear GR-EGFP: 0.414; Dynein transport cell count: -0.0659

How did Cn1c(SCC(=O)N2CCCC2=O)nc2ccccc21 do in these assays?
XIAP antagonists: -7.4%; P. falciparum M1AAP: 11.5%; M17LAP inhibition: 7.3%; PMI inhibition: 3.1%; AID2073: -11.1%; LYP phosphatase: -3.5%; Siah-1 displacement: -2.2%; PMI inhibitors: -2.8%; Dynein transport: -0.656; Dynein transport cytoplasmic EGFP: -0.377; Dynein transport nuclear GR-EGFP: -0.342; Dynein transport cell count: 0.446

How did CCNc1ccc(C(=O)OCC(=O)NC(C)c2ccccc2)cc1[N+](=O)[O-] (stereo unspecified) do in these assays?
XIAP antagonists: -5.5%; P. falciparum M1AAP: 3.5%; M17LAP inhibition: -19.6%; PMI inhibition: -12.6%; AID2073: -10.1%; LYP phosphatase: -4.2%; Siah-1 displacement: 6.7%; PMI inhibitors: -10.3%; Dynein transport: -0.0873; Dynein transport cytoplasmic EGFP: -0.214; Dynein transport nuclear GR-EGFP: -0.282; Dynein transport cell count: 0.523

Results for CCOC(=O)/C=c1\s/c(=C\c2ccc(C#N)cc2)c(=O)n1CC(=O)NCc1ccco1 ?
XIAP antagonists: -1.0%; P. falciparum M1AAP: 0.6%; M17LAP inhibition: -3.5%; PMI inhibition: -15.6%; AID2073: 6.6%; LYP phosphatase: 2.6%; Siah-1 displacement: 8.1%; PMI inhibitors: -6.8%; Dynein transport: 0.612; Dynein transport cytoplasmic EGFP: -0.0647; Dynein transport nuclear GR-EGFP: 1.43; Dynein transport cell count: -1.54

Results for CCOC(=O)/C=C/C(=O)OCC(=O)Nc1c(Cl)cccc1Cl ?
XIAP antagonists: -6.2%; P. falciparum M1AAP: 3.4%; M17LAP inhibition: 1.8%; PMI inhibition: -9.4%; AID2073: -5.1%; LYP phosphatase: -4.0%; Siah-1 displacement: 0.3%; PMI inhibitors: -9.5%; Dynein transport: -0.693; Dynein transport cytoplasmic EGFP: -0.228; Dynein transport nuclear GR-EGFP: -0.0149; Dynein transport cell count: 0.396

How did COc1ccc(N=Nc2c(N)n[nH]c2N)cc1 do in these assays?
P. falciparum M1AAP: 8.4%; M17LAP inhibition: 9.9%; AID2073: 2.5%; LYP phosphatase: 0.4%; Siah-1 displacement: -0.6%; Dynein transport: 0.591; Dynein transport cytoplasmic EGFP: -0.266; Dynein transport nuclear GR-EGFP: 0.178; Dynein transport cell count: 0.596

Results for C=CCOC(=O)c1cc(-c2ccc(/C=C3\C(=O)NC(=O)C(C#N)=C3C)o2)ccc1Cl ?
XIAP antagonists: -5.8%; P. falciparum M1AAP: 46.9%*; M17LAP inhibition: 26.4%; PMI inhibition: -37.2%; AID2073: 1.1%; LYP phosphatase: 11.6%; Siah-1 displacement: 22.4%; PMI inhibitors: -4.9%; Dynein transport: -4.42*; Dynein transport cytoplasmic EGFP: 0.708*; Dynein transport nuclear GR-EGFP: -1.82*; Dynein transport cell count: 0.275*
